Hsp70 act: Hsp70 transcriptional activators, primary screen, cell-based, HeLa, Hsp70 promoter luciferase, luminescence, 10 µM. 0.04% of 200,000 active. HeLa Hsp70 promoter luciferase reporter; scaled: vehicle 0, proteasome-inhibitor control 100%. activation, % at 10 µM;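 active = activation above the mean across all tested compounds plus 3 SD, cutoff set per campaign, cut at about 5.5% in these data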;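 also: 100% = MG132 at 30 µM as the positive control and 0% = DMSO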
Lmaj promast: Leishmania major promastigote growth inhibition, primary screen; Leishmania major promastigotes, resazurin fluorescence viability; inhibition, % at 10 µM; 9% of 200,000 active; AID 1063, 2008;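 also: promastigotes grown with compound for 44 hours at 28 °C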
PMI act satM6P: human PMI activators, high substrate, primary screen, biochemical, fluorescence intensity, near-saturating mannose 6-phosphate | coupled PMI enzyme assay, resazurin fluorescence, 20 min; active compounds read high; 1 = untreated enzyme, 0 = substrate-free blank | activation factor at 20 µM | 0.34% of 190,000 active | AID 1216, 2008;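 active = activation factor of 2 or more at 20 µM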
Target sequence (P34949 whole entry, looked up): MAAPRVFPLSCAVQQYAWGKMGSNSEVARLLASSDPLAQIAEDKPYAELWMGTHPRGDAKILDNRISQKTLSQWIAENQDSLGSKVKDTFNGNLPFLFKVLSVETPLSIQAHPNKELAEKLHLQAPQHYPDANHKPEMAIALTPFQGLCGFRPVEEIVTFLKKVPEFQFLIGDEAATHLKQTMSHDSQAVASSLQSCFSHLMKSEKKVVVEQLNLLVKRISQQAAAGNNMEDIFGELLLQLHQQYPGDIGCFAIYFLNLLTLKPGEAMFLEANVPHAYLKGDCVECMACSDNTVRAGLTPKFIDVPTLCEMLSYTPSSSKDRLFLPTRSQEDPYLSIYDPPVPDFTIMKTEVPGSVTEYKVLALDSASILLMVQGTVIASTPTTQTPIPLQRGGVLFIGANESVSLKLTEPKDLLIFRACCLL
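Material: human phosphomannose isomerase with PGI, G6PDH, diaphorase coupling enzymes / Reagent: Man-6-P substrate 1.0 mM / Dosing: single compound dose of 20 µM, 1% DMSO final / Incubation: enzyme reaction with compound 20 min at room temperature / Signal: resorufin fluorescence (Ex 544/Em 590 nm) from resazurin via diaphorase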
Redox H2O2 prof: compounds producing H2O2 with reducing agent – biochemical, NIH compound library profiling, artefact control for MLSCN library redox annotation, primary screen; AID 878, 2007; activation, % at 10 µM; DTT-dependent redox cycling H2O2, phenol red/HRP absorbance; 100% = 100 µM peroxide control, 0% = buffer; 0.03% of 200,000 active;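 active = activation of at least 50% relative to the plate's high and low controls in the primary single-dose screen; inactive = activation below 50%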;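 also: compound incubated with DTT at 0.8 mM final as the reducing agent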
G6PDH CS: L. mesenteroides G6PDH inhibitors, counter-screen for G6PDH-coupled screening assays, biochemical, Leuconostoc mesenteroides enzyme | glucose-6-phosphate dehydrogenase [Leuconostoc mesenteroides] | Purified L. mesenteroides G6PDH, diaphorase/resazurin coupled fluorescence, 45 min | inhibition, % at 5 µM | 0.12% of 200,000 active | AID 1020, 2008
TLR4 MyD88 comp: inhibitors of TLR4-MyD88 association in cells, primary screen, cell-based, HeLa CL3-4, BLA complementation, FRET ratio; inhibition, % at 8.4 µM; Toll-like receptor 4 (Homo sapiens) + Myeloid differentiation primary response protein …; HeLa CL3-4 TLR4/MyD88 BLA complementation; 0.18% of 200,000 active; in the data active = inhibition above about 25%;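 also: 0% = vehicle and 100% = reference inhibitor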
PMI activator: activators of human PMI, primary screen, biochemical, fluorescence intensity, near-Km mannose 6-phosphate. Mannose-6-phosphate isomerase (Homo sapiens), P34949. purified human PMI, coupled resazurin fluorescence, 20 min; active compounds read high; 1 = vehicle control, 0 substrate-free wells. activation factor at 20 µM. 0.005% of 190,000 active. AID 1214, 2008;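 active = activation factor of 2 or more at 20 µM, relative to plate controls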
S1P3 antag: S1P3 receptor antagonists, primary screen, cell-based; CHO S1P3 NFAT-BLA reporter, FRET fluorescence, antagonist mode; inhibition, % at 4.98 µM; 0.27% of 170,000 active; AID 485, 2006;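 active = inhibition above the plate cutoff, the mean inhibition of test wells on that plate plus 3 SD, cut at about 28% in these data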;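 also: cells challenged with S1P at its EC80 of 0.8 µM; blue over green emission ratio from cleaved BLA substrate after 4 h stimulation; 0% = S1P-stimulated wells and 100% = unstimulated DMSO-only wells; some compounds past the cut are filed as inactive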
Target sequence (Q99500 whole entry, looked up): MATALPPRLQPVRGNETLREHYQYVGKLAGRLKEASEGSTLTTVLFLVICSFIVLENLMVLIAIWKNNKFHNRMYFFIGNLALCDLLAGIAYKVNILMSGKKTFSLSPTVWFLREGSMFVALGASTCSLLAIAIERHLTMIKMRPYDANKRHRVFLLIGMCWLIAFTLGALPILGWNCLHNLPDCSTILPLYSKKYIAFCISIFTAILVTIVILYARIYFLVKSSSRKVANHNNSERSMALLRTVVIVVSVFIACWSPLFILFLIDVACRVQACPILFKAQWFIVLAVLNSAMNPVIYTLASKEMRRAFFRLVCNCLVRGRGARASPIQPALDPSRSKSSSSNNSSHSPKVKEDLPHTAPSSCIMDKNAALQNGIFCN
Diaph inh CS: diaphorase inhibitors and chemical oxidizers, primary screen, counter-screen for diaphorase-coupled primary assays, biochemical, uHTS, resorufin fluorescence | diaphorase resazurin-to-resorufin fluorescence, NADH, 16 min; bacterial (C. kluyveri) enzyme, not human | 0.69% of 190,000 active | inhibition, % at 20 µM | AID 1217, 2008;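 active = primary screen inhibition at 20 µM above a set limit, cut at about 50% in these data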;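 also: plate controls were DMSO with full reaction for no effect and wells lacking NADH for full effect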
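Test system: Clostridium kluyveri diaphorase enzyme / Quantity: diaphorase at 0.14 U/mL in enzyme working solution / Incubation: 16-min room-temperature incubation before reading / Benchmarks: NADH-free wells as positive control, DMSO-only neutral wells / Signal: resorufin fluorescence 544/590 nm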
RAM network inh: inhibitors of the yeast RAM network, primary screen, dse1pr::URA3 reporter, 5-FOA selection. 1.8% of 190,000 active. inhibition, % at 50 µM. S. cerevisiae dse1pr::URA3 reporter, 5-FOA growth OD615, 2 d; analog-sensitive cbk1-as2 kinase mutant strain;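 active = inhibition above a set limit, 3 SD over mean compound inhibition, cut at about 8.4% in these data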;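 also: 0% = DMSO-only wells with no growth and 100% = 10 µM 1-NA-PP1 full growth; inhibition rescues growth on 5-FOA so higher OD means more RAM inhibition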
Diaph act CS: compounds boosting diaphorase resazurin reduction – biochemical, uHTS, resorufin fluorescence, counter-screen for diaphorase-coupled primary assays, primary screen | Diaphorase/resazurin coupled assay, 16 min; active compounds read high; 1 = vehicle wells, 0 = NADH-free wells | activation factor at 20 µM | 0.005% of 190,000 active | AID 1229, 2008;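 active = diaphorase activity raised at least twofold by the compound at 20 µM; inactive = activation factor below 2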
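Test system: Clostridium kluyveri diaphorase, purified enzyme; input: enzyme 0.07 U/mL final; buffer or medium: 50 mM HEPES pH 7.4 with 4.542 mM MgCl2, 0.005% Tween 20; also added: 0.114 mM NADH and 0.1 mM resazurin, final amounts; schedule: 16 min enzyme reaction, ambient temperature; technique: fluorescence of resorufin, 544 nm excitation, 590 nm emission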
* hit, by the source's call; / = no result given. Rule as the data show it, unless noted: active = inhibition above about 50%; inactive = the rest.

SMILES	Hsp70 act	Lmaj promast	PMI act satM6P	Redox H2O2 prof	G6PDH CS	TLR4 MyD88 comp	PMI activator	S1P3 antag	Diaph inh CS	RAM network inh	Diaph act CS
Cc1nc(NC(=O)c2ccc(-c3cc4ccccc4oc3=O)cc2)ccc1Br	-0.4	49.1	1	0.4	11.3	-0.5	0.8	-7.3	7.9	-0.1	0.9
CCOC(=O)Cc1cc(=O)[nH]c(=O)[nH]1	-0.5	-1.8	1	-0.6	4.9	8.8	1.1	-4.6	5.1	-0.8	0.9
CCOC(=O)C1C(c2cc(OC)c(O)c(OC)c2)NC(=S)NC1(O)C(F)(F)F (stereo unspecified)	0.0	30.3	0.7	-0.7	-1.2	-8.8	0.8	1.9	0.0	1.1	1
CCOc1ccc(NC(=O)COC(=O)c2cccnc2)cc1	0.1	-2.5	0.9	1.6	6.1	8.3	1.1	14.3	18.4	1.4	0.8
c1ccc2c(-c3nnc4n3CCCCC4)c[nH]c2c1	-0.4	-0.3	1.1	1.9	3.2	-9.8	1	16.0	-6.8	2.9	1.1
CC(C)N1C(=S)SC2CS(=O)(=O)C=C21 (stereo unspecified)	-0.1	-6.1	1	0.0	1.5	-3.1	1	-6.3	3.0	1.9	1
Cc1nnc(N/N=C/c2cc(C)n(-c3ccc(F)cc3)c2C)n1N	-0.3	23.8	0.7	-1.9	12.9	-8.3	0.6	1.8	35.6	0.0	0.6
COc1ccc(N=C/C=C2/C=C(c3ccccc3)OC(C)(C)O2)cc1	-0.5	-5.0	0.6	-0.6	12.0	10.4	0.9	-10.2	18.5	0.1	0.8
Cc1ccccc1OCc1nc(-c2ccc(NC(=O)c3ccc4c(c3)OCO4)cc2)no1	-0.2	4.2	1.1	-0.6	0.0	6.4	1	41.4	2.1	2.4	1
CCOc1ccccc1-c1nc(-c2ccc(C)nc2OC)no1	0.1	38.2	1	0.3	0.4	-3.4	1	/	9.5	4.4	0.9
CCOC(=O)c1[nH]ncc1CN1CCCC(C(=O)c2ccc(OC)c(OC)c2)C1 (stereo unspecified)	-0.3	-2.0	1	-0.4	-2.9	20.0	1	6.8	-1.2	0.1	1
CCCCn1c(CN2CCN(c3ccc(F)cc3)CC2)nc2c1c(=O)n(C)c(=O)n2C	-0.1	-3.3	0.9	-0.2	-17.9	-4.4	0.9	4.1	29.9	1.4	0.7
CC(C)OC(=O)C1C(=O)CC(C)(O)C(C(=O)OC(C)C)C1c1cccc([N+](=O)[O-])c1 (stereo unspecified)	0.3	2.0	0.9	0.3	11.6	15.8	1	4.3	3.9	0.8	1
O=C(NCC1CCCO1)c1csc2c1CCCCC2 (stereo unspecified)	-0.2	1.5	1	-0.3	4.7	-4.6	1	-24.2	5.8	2.3	0.9
Cc1c(NC(=O)CSc2n[nH]c(=O)n2-c2ccccc2)c(=O)n(-c2ccccc2)n1C	0.0	-5.6	1.1	-1.5	13.5	-7.9	1.2	-8.3	-1.5	2.2	1
CC(=O)CCC(=O)N1CCCC(CNC(=O)c2ccc(-c3ccccc3)cc2)C1 (stereo unspecified)	-0.1	-4.1	1.1	-0.5	3.6	13.9	1.1	-15.3	-4.0	0.8	1
NS(=O)(=O)c1cc2c(cc1Cl)NC(CSCc1ccccc1)=NS2(=O)=O	-0.3	10.7	1	0.1	15.3	8.2	1	1.1	14.0	-0.8	0.9
Cc1cccc(S(=O)(=O)NCC2CCCO2)c1 (stereo unspecified)	-0.3	-5.0	0.9	0.0	-1.6	9.5	1	/	8.8	1.1	0.9
O=C(O)CCN1C(=O)C2C3CC(C2C1=O)C1C(c2ccccc2)c2sc(=O)[nH]c2SC31 (stereo unspecified)	-0.2	3.3	1.1	-0.6	2.7	7.4	1.1	-11.1	6.7	-1.1	0.9
CCOc1ccc(NC(=O)c2ccccc2NC(=O)CN(C)CC(=O)Nc2ccc(C)cc2)cc1	-0.3	12.2	1	2.9	18.5	-16.8	1	/	5.7	3.0	0.9
O=C1c2ccc(-c3nc4ccccc4o3)cc2C(=O)N1Cc1cccnc1	-0.2	-7.7	/	1.3	/	9.0	/	3.5	/	/	/
COc1ccccc1-n1c(SCC(N)=O)nnc1-c1ccccc1	-0.4	4.2	1	2.0	-7.3	8.2	1	-45.5	-2.7	2.3	1
COc1ccc(NC(=O)CSc2nnc(CNC(=O)c3ccco3)o2)cc1	0.0	-9.2	1	-0.9	4.9	4.8	1	-9.6	9.6	1.6	0.9
O=S1(=O)N=C(Nc2nc3c(s2)CCCC3)c2ccccc21	1.0	-5.1	1.1	-0.1	3.7	-6.3	1	20.1	7.0	5.0	0.9
COCCCN1C(=O)C(=O)/C(=C(/O)c2ccc(OC)cc2)C1c1ccc(O)c(OC)c1 (stereo unspecified)	-0.3	-6.0	1	5.1	2.0	-2.8	0.9	-16.9	14.0	1.9	0.9
Next section:
SMILES	Hsp70 act	Lmaj promast	PMI act satM6P	Redox H2O2 prof	G6PDH CS	TLR4 MyD88 comp	PMI activator	S1P3 antag	Diaph inh CS	RAM network inh	Diaph act CS
Cc1ccc(N2C(=N)SCC2=O)cc1Cl	-0.2	36.7	1	0.7	4.2	3.4	1	-8.8	-5.2	4.8	1.1
O=C(O)CCC(=O)NNC(=O)c1cccc(Cl)c1	-0.1	11.7	1.1	0.0	-16.0	-7.2	1	1.4	7.9	0.0	0.9
Oc1ccc(Cl)cc1-c1cc(-c2cccc(Br)c2)n[nH]1	-0.1	99.2*	1	0.5	16.4	-5.4	0.9	/	6.4	2.8	0.9
CC(=O)NC12CC3CC(C1)CC(C(=O)Nc1nccs1)(C3)C2	-0.1	0.7	1	-2.0	6.6	-7.9	1	-2.9	15.1	10.5*	0.8
Cc1cccc(Oc2coc3cc(OC(=O)c4cc5ccccc5oc4=O)ccc3c2=O)c1	-0.3	-8.6	1.1	1.5	-0.3	8.0	1.1	/	7.3	1.2	0.9
Cc1ccc(/C=C2\SC(N3CCN(C(c4ccccc4)c4ccccc4)CC3)=NC2=O)o1	0.1	39.5	0.6	-0.1	12.6	-14.5	0.9	14.1	27.0	2.6	0.7
Cc1ccc(C2=NN(C(=O)CN3C(=O)c4ccccc4S3(=O)=O)C(c3ccco3)C2)cc1 (stereo unspecified)	-0.1	6.4	0.9	0.0	3.7	-1.9	1	1.7	18.6	2.8	0.8
Cc1ccc(CN(C)C(=O)c2ccccc2Oc2ccccc2)o1	-0.3	-4.1	0.9	0.4	1.4	14.5	0.9	-4.7	15.1	2.1	0.8
Cc1cc(C(C)(C)C)cc(S(=O)(=O)Nc2cccc(C(=O)O)c2)c1C	-0.2	-12.1	1	0.3	4.5	-5.7	0.9	/	10.1	6.5	0.9
COC(=O)C(C)n1cnc2c(cnn2-c2ccc(Cl)cc2)c1=O (stereo unspecified)	0.0	-2.1	0.9	1.8	-20.5	4.0	0.9	-51.5	19.7	0.3	0.8
C/C(=N/NC(=O)CNc1ccc(C)cc1)c1ccc(Br)s1	-0.3	-1.2	1	-2.6	-21.6	6.5	0.9	/	0.9	3.5	1
COc1ccccc1N/N=C/c1ccc2c(c1)OCO2	0.1	-8.8	2.3*	-0.1	16.5	-9.1	1.5	-6.4	27.2	4.5	0.7
CC1CCCCN1S(=O)(=O)c1ccc(S(=O)(=O)N(CC(=O)Nc2ccccc2)Cc2cccs2)cc1 (stereo unspecified)	-0.3	-0.9	0.9	-0.4	11.9	-21.3	0.9	7.2	14.7	6.8	0.9
Cc1nn(C)c(C(=O)NNC(=S)Nc2ccc(Cl)cc2)c1[N+](=O)[O-]	-0.1	-2.0	1	-6.0	-0.9	0.2	0.9	/	13.7	5.2	0.9
COCCn1c(N)c(NCc2ccccc2)c(=O)n(CC(=O)Nc2cc(C)ccc2C)c1=O	-0.3	-0.8	0.9	-3.5	-0.3	-10.3	0.9	-23.9	13.1	1.4	0.9
O=[N+]([O-])c1ccc(Sc2ccccc2Cl)nc1	0.3	-0.5	1.8	-1.7	7.2	2.5	1.5	/	-4.9	-0.1	1
COc1ccc(/C=C/c2nnc(NC(=O)COc3cccc(C)c3)s2)cc1	-0.4	1.7	1.1	0.4	6.9	-1.3	0.9	-7.9	2.6	0.6	1
COc1ccccc1-c1cn[nH]c(=S)n1	-0.3	-5.4	1.1	2.6	-25.0	-20.0	1.1	-0.5	26.6	0.7	0.7
O=C(c1cc(-c2ccc(Cl)c(Cl)c2)on1)N1CCCCC1	-0.1	-4.2	1	0.0	0.6	-8.2	1	4.5	9.2	0.6	0.9
COc1ccccc1CNc1cc(CSc2ccc(Cl)cc2)nc(C)n1	-0.4	57.4*	0.9	0.2	-7.8	-7.4	0.9	/	19.9	0.0	0.8
Cc1ccc(CS(=O)(=O)Cc2ccc(C(=O)NCc3ccccn3)o2)cc1	-0.4	1.6	1	1.9	-5.1	-4.5	0.9	19.4	2.1	-1.0	1
Cc1ccc2nc(N(CCCN(C)C)C(=O)c3ccco3)sc2c1	0.0	21.0	1.1	-1.7	13.1	4.1	1.2	5.0	-2.1	-0.8	1
Cn1c(=O)n(CC(=O)N2CCN(c3nnc(-c4ccccc4)c4ccccc34)CC2)c2ccccc21	0.0	-3.2	1	0.1	-60.9	3.6	0.9	6.8	15.2	0.7	0.8
O=C(O)c1ccc(S(=O)(=O)c2ccc3c(c2)C(=O)N(NC(=O)c2ccccc2)C3=O)cc1	-0.1	-4.4	1.2	-0.6	-3.3	-9.1	1.2	0.2	9.9	-0.4	0.9

High-throughput results (PubChem BioAssay)

Outcome played no part in choosing rows, and some 12% of all compounds hit somewhere here.
